Screens as filed in PubChem BioAssay.
ASAP1 inh = inhibitors of human ASAP1 ArfGAP activity, primary screen, biochemical, fluorescence polarization; 360,000 compounds, 0.19% hits; Arf-GAP with SH3 domain, ANK repeat and PH domain-containing protein 1 (Homo sapiens), …; ASAP1-stimulated ARF1 GTP hydrolysis, GDP FP detection; AID 624377, 2012; inhibition, % at 16.5 µM; in the data active = inhibition above about 25%;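 note: 0% = vehicle with enzyme and substrate and 100% = no enzyme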
Target sequence (Q9ULH1 325-724 limits assumed): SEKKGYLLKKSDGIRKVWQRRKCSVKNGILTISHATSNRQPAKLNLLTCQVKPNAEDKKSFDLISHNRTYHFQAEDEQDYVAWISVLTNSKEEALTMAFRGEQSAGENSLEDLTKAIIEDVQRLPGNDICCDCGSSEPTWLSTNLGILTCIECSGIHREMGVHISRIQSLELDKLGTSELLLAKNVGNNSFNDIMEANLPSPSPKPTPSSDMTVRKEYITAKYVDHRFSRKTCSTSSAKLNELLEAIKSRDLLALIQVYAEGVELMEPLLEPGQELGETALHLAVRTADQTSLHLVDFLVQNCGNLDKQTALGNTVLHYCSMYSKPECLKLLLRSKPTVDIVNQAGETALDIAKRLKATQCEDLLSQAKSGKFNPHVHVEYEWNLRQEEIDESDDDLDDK
ADAM10 inh = human ADAM10 inhibitors, primary screen, biochemical, QFRET, HTS. Disintegrin and metalloproteinase domain-containing protein 10 (Homo sapiens), O14672. 370,000 compounds, 0.62% hits. recombinant ADAM10, EDANS/DABCYL FRET peptide cleavage, 3 h. inhibition, % at 7 µM. AID 720582, 2013;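 active = inhibition above a per-campaign cutoff equal to the mean of compounds falling between control-based bounds plus 3 SD, cut at about 20% in these data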;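 note: 0% = DMSO wells while the 100% control is not disclosed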
Target sequence (O14672 214-748 limits assumed): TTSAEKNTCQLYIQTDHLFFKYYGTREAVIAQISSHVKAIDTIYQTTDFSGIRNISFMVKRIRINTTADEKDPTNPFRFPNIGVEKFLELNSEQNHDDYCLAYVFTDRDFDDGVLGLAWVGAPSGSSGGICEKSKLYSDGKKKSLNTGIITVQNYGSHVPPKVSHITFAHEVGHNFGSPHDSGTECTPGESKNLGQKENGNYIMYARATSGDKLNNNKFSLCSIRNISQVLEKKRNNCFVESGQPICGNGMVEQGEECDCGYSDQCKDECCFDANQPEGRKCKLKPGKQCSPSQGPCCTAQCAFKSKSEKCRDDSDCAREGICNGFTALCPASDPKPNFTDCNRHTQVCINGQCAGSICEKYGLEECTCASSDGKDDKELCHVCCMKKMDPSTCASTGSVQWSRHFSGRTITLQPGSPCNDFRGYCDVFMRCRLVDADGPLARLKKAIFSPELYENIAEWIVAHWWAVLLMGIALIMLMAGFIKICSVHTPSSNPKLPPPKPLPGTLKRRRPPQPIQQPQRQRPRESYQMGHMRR
ADAM17 inh = ADAM17 inhibitors, primary screen, biochemical, QFRET; Disintegrin and metalloproteinase domain-containing protein 17 (Homo sapiens), P78536; recombinant ADAM17, EDANS/DABCYL FRET peptide cleavage; inhibition, % at 6.95 µM; 370,000 compounds, 0.83% hits; AID 720648, 2013;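 active = inhibition above the mean of compounds lying between control limits plus 3 SD, set per campaign, cut at about 8.5% in these data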;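 note: 0% = DMSO-only wells as the low control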
proKLK7 act = proKLK7 zymogen activators, primary screen, biochemical, fluorescence intensity. Kallikrein-7 (Homo sapiens), P49862. purified proKLK7, EDANS-DABCYL substrate fluorescence; 100% is mature enzyme control, 0% vehicle. activation, % at 7 µM. 370,000 compounds, 0.9% hits;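 active = activation above the mean of all tested compounds plus 3 SD, computed per campaign excluding outliers beyond control limits, cut at about 13% in these data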
PLCg1 inh = PLC-gamma1 enzyme inhibitors, primary screen, biochemical, fluorescence, purified enzyme; 1-phosphatidylinositol 4,5-bisphosphate phosphodiesterase gamma-1 (Homo sapiens), P19174; fluorogenic substrate; inhibition, % at 12.2 µM; 370,000 compounds, 0.84% hits; AID 720700, 2013; in the data active = inhibition above about 9.5%
TDP2 inh = human TDP2 enzyme inhibitors, primary screen, biochemical, epi absorbance, recombinant enzyme. Tyrosyl-DNA phosphodiesterase 2 (Homo sapiens), O95551. inhibition, % at 12.8 µM. 370,000 compounds, 0.34% hits. T5PNP hydrolysis, p-nitrophenol absorbance 415 nm;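 active = inhibition above the mean of all tested compounds plus 3 SD, set per campaign, cut at about 25% in these data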;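 note: 0% = DMSO with enzyme and 100% = buffer with substrate but no TDP2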
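System: recombinant human TDP2 / Amount: 120 nM TDP2 per well / Also added: 5 mM T5PNP chromogenic substrate / Doses: 12.8 µM single point, 1% DMSO / Incubation: 2 h at 37 °C / Detection: p-Nitrophenol epi absorbance / Evaluation: % inhibition relative to enzyme-containing and enzyme-free wells / Repeats: singlicate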
ARFGAP1 inh = inhibitors of rat ARFGAP1 GAP activity, primary screen, biochemical, fluorescence polarization, GDP tracer; 360,000 compounds, 0.26% hits; inhibition, % at 16.5 µM; ADP-ribosylation factor GTPase-activating protein 1 (Rattus norvegicus), Q62848; AID 651572, 2012; Arfgap1-stimulated ARF1 GTP hydrolysis, GDP FP detection;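 active = inhibition above a per-plate limit, mean inhibition of low control wells plus 3 SD, cut at about 25% in these data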;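 note: 0% = DMSO wells with enzyme and 100% = wells lacking Arfgap1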
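material = rat Arfgap1 catalytic domain, aa 1-136 | also added = human ARF1(Δ1-17)-GTP substrate | compound dosing = one concentration, 16.5 µM, DMSO 1.26% | times = GTP hydrolysis reaction 2 h at 25 °C | measured by = FP, GDP Alexa 633 tracer displaced from anti-GDP antibody, 620/688 nm | evaluation = percent inhibition of Arfgap1-stimulated GTP hydrolysis | replication = single well per compound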
Tn7 DDE FP = inhibitors of Tn7 peptide binding to fibrin DD(E), primary screen, biochemical, fluorescence polarization, human fibrin, Tn7 probe. AID 720508, 2013. inhibition, % at 8.3 µM. Fibrinogen beta chain (Homo sapiens), P02675. FP displacement of FITC-Tn7 peptide from fibrin DD(E); 0% = median of compound wells per plate. 370,000 compounds, 0.13% hits;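 active = inhibition above the mean of compounds falling within the control limits plus 3 SD of them, cut at about 14% in these data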;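 note: 0% = plate median of compound wells and 100% = 10 µM Aha-Tn7 peptide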
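Also added: labelled Tn7 tracer, 0.1 µM; Assay system: human fibrin DD(E) protein; Amount: 2 µM fibrin DD(E); Schedule: 10 min compound pre-incubation, 3 h probe incubation at room temperature; Repeats: one replicate per compound; Read-out basis: percent inhibition; Measured by: fluorescence polarization of the labelled Tn7 tracer.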
Tn6 DDE FP = inhibitors of Tn6 peptide binding to fibrin DD(E), primary screen, biochemical, fluorescence polarization, human fibrin, Tn6 probe. Fibrinogen beta chain (Homo sapiens), P02675. Fibrin DD(E) TRITC-Tn6 fluorescence polarization displacement. inhibition, % at 8.3 µM. 370,000 compounds, 0.21% hits. AID 720509, 2013;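 active = inhibition above a per-campaign cutoff: mean of compounds within control limits plus 3 SD, cut at about 15% in these data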;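 note: 0% = median of all compound wells on the plate and 100% = blocking peptide control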
LEDGF integ inh = blockers of LEDGF/p75-dependent integrase strand transfer – biochemical, TR-FRET, high throughput, primary screen; HIV-1 integrase (with human LEDGF/p75); TR-FRET IN-LEDGF/p75 DNA integration, Eu/Cy5; inhibition, % at 3.7 µM; 370,000 compounds, 0.64% hits; AID 743269, 2014;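 active = inhibition above the screen-wide mean plus 3 SD, cut at about 13% in these data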;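 note: signal is the Cy5 over europium emission ratio at 671 and 618 nm; 0% = plate median of compound wells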
* hit, by the source's call; i = inactive; . = not tested or not shown.

structure,ASAP1 inh,ADAM10 inh,ADAM17 inh,proKLK7 act,PLCg1 inh,TDP2 inh,ARFGAP1 inh,Tn7 DDE FP,Tn6 DDE FP,LEDGF integ inh
NCC12CC3CC(C1)CC(c1ccc(Br)cc1)(C3)C2,-13,-3,-2,-0.3,8,-25,4,8,5,-2
N#C/C(=C\c1ccccc1)C(=O)NCc1ccc(F)cc1,2,4,2,-0.5,3,-9,5,-8,-1,2
COC(=O)[C@]12C[C@H](CC(=O)N3CCN(C(=O)C4CC4)CC3)C(=O)N(Cc3ccc(Cl)cc3Cl)C1=C[C@H](C(C)C)O[C@@H]2C1CC1,.,10,1,0.5,-1,-4,.,-5,5,3
COc1cc(/C=C(\C#N)C(=O)NCC2CCCO2)c([N+](=O)[O-])cc1OC (configuration not stated),-17,-14,-6,0.3,-15,18,-14,2,5,8
CC(C)=C1SC(N2CCN(c3cccc(C(F)(F)F)c3)CC2)=NC1=O,9,0,0,0.2,0,5,5,1,-7,-1
COc1ccc(C)cc1S(=O)(=O)N(CC(=O)Nc1cccc([N+](=O)[O-])c1)c1ccc(C)cc1,-1,20,7,-0.9,1,4,-1,-1,-2,0
COC(=O)C=C1CCC2C3CC(F)C4(O)CC(=O)CCC4(C)C3C(=O)CC12C (configuration not stated),-1,-6,-2,0.8,-3,-4,-13,1,11,2
O=C(c1cccn2c(=O)c3ccccc3nc12)N1CCN(c2ccccn2)CC1,-1,-40,-15,0.4,-86,4,16,-2,-3,3
COc1ccc(NS(=O)(=O)c2cccc(C(=O)N3CCCC3)c2)cc1,-6,-3,0,0.5,-1,11,-6,4,-2,3
CCCCCC(=O)N1C[C@@H](n2cc(C3CC3)nn2)[C@H](O)C[C@@H]1c1ccc(C)cc1,14,-7,-4,0.2,-2,5,6,-3,-1,-3
Cc1ccc(OCC(=O)N2CCc3ccccc3C2)c(C)c1,7,6,-3,-0.5,2,-20,-2,5,-1,0
CCN(CC)C(=O)C1=C(C)N(Cc2ccc(OC)cc2)C(=O)C(CC(=O)NCCN2CCOCC2)C1 (configuration not stated),2,-7,-2,-0.5,-3,-8,-5,-4,-2,4
Cc1cccc(NC(=S)N(CCCN2CCOCC2)Cc2ccco2)c1,9,-2,5,-1.1,4,-15,-6,0,4,0
CC(=O)N(CCc1cccc(C)c1)Cc1cc2ccc(C)cc2[nH]c1=O,3,-18,-8,0.0,1,-19,-4,4,-3,-2
COc1cc(C(=S)N2CCN(C)CC2)ccc1OCC(=O)NCc1ccccc1,-1,-3,-1,0.3,0,6,-23,-1,-3,0
CCN1CCN(C(=O)c2ccc(C(F)(F)F)cc2)CC1,16,3,0,0.4,1,-5,4,-13,-10,3
Fc1ccc(NC(=S)NCc2cccs2)cc1,5,8,4,0.8,4,-6,9,-1,5,2
CCN(CC(=O)Nc1cccc(C(C)=O)c1)S(=O)(=O)c1ccc(OC)cc1,-5,-2,-7,0.0,-4,1,1,2,-4,0
CC(=O)Nc1nonc1-n1nnc(C(=O)NCc2ccccc2)c1C,7,8,-1,0.4,1,0,-5,9,7,-1
O=C(NNC(=O)c1cc(-c2ccccc2)nc2ccccc12)Nc1cccc(Cl)c1,15,25*,10*,-0.8,-2,-1,16,8,-4,-4
N#Cc1c(C(F)(F)F)cc(-c2ccccc2)nc1SCCN1CCOCC1,-22,-13,-2,-1.1,-13,1,2,-3,-1,-3
CC(=O)OCC1OC(n2ccc3ccccc32)C(OC(C)=O)C(OC(C)=O)C1OC(C)=O (configuration not stated),0,0,-7,-0.3,-4,9,-4,8,1,-1
CC(C)NS(=O)(=O)c1ccc(OCC(=O)Nc2ccccc2F)cc1,14,-2,1,0.1,2,-7,-3,-4,-3,1
Cc1cccc(/C=C2\Sc3ccc(C(=O)N4CCOCC4)cc3N(C)C2=O)c1,-8,-6,-6,0.2,-21,5,5,3,6,-1
CCCN(CCC)CCCNS(=O)(=O)c1ccc2c(c1)oc(=O)n2C,5,-1,-3,0.0,-4,-3,0,1,4,0
Cc1cc(C)c2c(n1)nn1c(NCCCN3CCOCC3)cc(C)nc21,9,-122,-37,1.0,-22,0,-18,10,3,1
Cc1ccc(S(=O)(=O)NC(=O)N(CCC#N)Cc2ccccc2)cc1,-12,12,0,0.4,0,-8,14,-6,6,-3
Cc1ccc(-c2cc(C(=O)NCc3cccnc3)no2)cc1,0,6,-1,0.4,-3,7,-1,1,4,2
CC(C)[C@H](N)c1nnc(SCC(=O)c2ccc(Cl)cc2)o1,16,-4,-3,-0.1,-5,-6,6,-4,3,4
COc1cc(C(=O)N2CCC(n3c(C)nc4cc(F)ccc43)CC2)cc(OC)c1OC,6,4,0,-0.1,4,-3,-14,4,-6,-4
Cc1nn(CC(C)C)c(=S)[nH]c1=O,-6,2,0,0.1,8,-15,5,-3,-3,3
CN(C)CCn1c2c(c(SCC(=O)N3CCc4ccccc43)nc1=O)CCCC2,-2,-10,-4,-0.6,3,5,6,-3,6,-2
CCOC(=O)c1ccc(N=Cc2c(O)c3ccccc3oc2=O)cc1,0,0,-4,-0.8,-4,6,12,4,-5,-3
CCc1nnc(NC(=O)c2ccc(S(=O)(=O)NCC(C)C)cc2)s1,-8,-37,-18,0.9,-11,5,-3,0,2,-1
Cc1cc(C)c2cc(C#N)c(NCCNC(=O)c3cccnc3)nc2c1,0,-487,-114,4.4,-90,9,0,2,4,-2
CSc1nc2nc(C)cc(-c3ccccc3)n2n1,-6,-80,-31,0.6,-19,-5,-11,1,7,3
C/C(CCS(=O)(=O)c1ccccc1)=N/O,8,-8,-4,-0.4,0,13,12,-6,-2,0
COc1ccc(C(=O)NCc2nnc(SCC(=O)Nc3cc(C)cc(C)c3)o2)cc1OC,4,4,-1,0.1,3,-6,8,-3,3,1
COc1ccc(C(=O)Nc2cc3c(cc2C#N)OCO3)cc1S(=O)(=O)N1CCN(C)CC1,3,-20,-3,-0.6,8,-8,4,1,-5,-6
Cc1nn(-c2ccccc2)c2c1C1(C(=O)N(C)c3ccccc31)N(c1ccccc1)C(=O)N2 (configuration not stated),4,12,-3,0.2,3,8,-1,-1,0,-2
Cn1c(Oc2cccnc2CN2CCCC2)nc2cc(-c3cccc(C(F)(F)F)c3)sc2c1=O,4,-7,2,0.2,-15,-17,7,-12,-3,10
CCOC(=O)c1[nH]c(=O)[nH]c1CSc1nc(C)cc(C)n1,1,5,-1,0.6,0,4,-19,1,1,-4
Cc1ccc2cc(CN(C(=O)c3ccco3)c3ccccc3C)c(=O)[nH]c2c1,0,-20,-8,0.4,2,0,0,3,4,0
CC1=C(C(=O)N2CCCCCC2)CC(CC(=O)NCCCN(C)C)C(=O)N1Cc1ccccc1 (configuration not stated),6,-12,-6,-0.5,2,2,-5,-5,0,-2
CCOC(=O)Nc1ccc2c(c1)nc1n2CCN(CCOC)C1,-5,i,-281,-5.0,-463,-12,-15,4,-5,6
COc1ccc(CNC(=O)Nc2nc(C(N)c3ccccc3)cs2)cc1 (configuration not stated),15,-15,-4,-0.1,1,8,6,-1,-2,0
Cc1cc2oc(=O)cc(CSc3nnc(-c4cccs4)o3)c2cc1C(C)C,-7,-10,-1,2.3,-20,-14,-11,-5,-6,2
O=C(c1c(F)c(F)c(F)c(F)c1F)N(Cc1ccccc1)Cc1ccccc1,0,0,0,-0.3,-2,-1,9,8,4,-5
CC(C)c1ccc(/C=N/NC(=O)c2cccc(S(=O)(=O)N3CCOCC3)c2)cc1,-3,7,0,-0.3,0,-8,2,0,6,1
COc1ccc2c3c1O[C@H]1C[C@@H](O)C=C[C@@]31CCN(C)C2,9,-6,-3,-1.1,-2,4,-8,-1,5,-4

An unsorted share of the library (roughly 4.2% active in at least one column).
